High-throughput results deposited in PubChem BioAssay by National Center for Advancing Translational Sciences (NCATS).
GALK inh: galactokinase (human) inhibition. Purified GALK, Kinase-Glo residual ATP luminescence. P51570. Potency, µM (series often up to 57.5 µM), for the others: at the highest dose activity change, negative = inhibition, actives largely listed as inhibitors. 270,000 compounds, 0.007% hits; also: potency is read from the fitted curve at half-maximal effect; % is scaled to controls: 0 for no effect and ±100 for the full control effect
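Compounds were pin-transferred into ATP buffer (35 uM final), then GALK plus galactose (5 nM, 100 uM final) was added. After 1 h at room temperature, Kinase-Glo Plus was added and luminescence read after 10 min.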
Chronic BCR inh: inhibitors of chronic active B-cell receptor signaling; ABC-DLBCL IkBa-CBG/CBR reporter, luminescence ratio, 4 h; Potency, µM (series often up to 46.1 µM), inactives show at the top dose ratio change, negative = lower green/red ratio, actives largely listed as inhibitors; 340,000 compounds, 0.05% hits; active = well fitted inhibition curve with a large enough effect in the signal ratio, with a control signal flat, not every such curve was filed as active; inconclusive = small, poorly fitted or top-dose-only effect, or effect the other way, or a change in a side signal; the % refers to the signal ratio;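 also: potency is read from the fitted curve at half-maximal effect; plate controls were basal doxycycline-induced cells for no effect and cells given 10 µM MG132 for full effect; MG132 reads +100%, hits lower the ratio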
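Cell line TMD8 (human ABC DLBCL), stably expressing tet-inducible CBG68-IkBa fusion and CBR; IMDM/0.5% FBS; cpd up to 46 uM; dox induction, 4 h, 37C/5% CO2; dual luminescence; green/red ratio; MG132 control.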
FBPA coupling cs: coupling enzyme interference in Giardia aldolase counter-screen; coupling enzyme system counterscreen, AmpLite Red fluorescence; activity change, negative = inhibition, % at 58.2 µM, hits read low; 290,000 compounds, 0.67% hits; AID 2472; in the data active = activity change below about -30%; also: % is scaled to controls: 0 for no effect and ±100 for the full control effect
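Activity here indicates interference with the coupling reaction, not aldolase inhibition. Compounds at 57.5 uM final met coupling enzymes for 10 min at RT; substrate and AmpLite Red detection followed, with a 525/598 nm fluorescence read after 20 min.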
Tb PFK inh: inhibitors of T. brucei phosphofructokinase; O15648; T. brucei PFK, ADP-Glo luminescence; Potency, µM (titrated, usually from 57.5 µM), for inactives: at the top dose activity, negative = inhibition, hits mostly inhibitors; 330,000 compounds, 0.17% hits; AID 485367;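 also: potency is read from the fitted curve at half-maximal effect; 0% = uninhibited 1x PFK enzyme wells and -100% = no-enzyme wells; nearly all actives have a fitted effect of over 60% in size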
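PFK 1.25 nM, F6P 0.5 mM, ATP 0.1 mM, 0.1 M TEA pH 8.0, 5 mM MgCl2, 0.01% Tween20, 0.1% BSA; 45 min RT. ADP-Glo readout. qHTS titration up to 57 uM; curves fitted, compounds curve-classed.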
hERG WT inh: inhibitors of human wildtype KCNH2 potassium channel | Q12809 | U2OS, BacMam KCNH2, thallium flux FluxOr; active compounds read low | activity change, % at 1.84 µM | 340,000 compounds, 0.37% hits | AID 720551;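 active = maximum activity change below -70%; inconclusive = maximum activity change between -70% and -50%; inactive = maximum activity change above -50%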; also: % is scaled to controls: 0 for no effect and ±100 for the full control effect
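U2OS cells transduced with wild-type KCNH2 virus are loaded with FluxOr dye for 45 min, and thallium flux is measured in kinetic reads before and after stimulation buffer. Rate constants are normalized to DMSO controls.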
TSHR antagonist: blocks TSH signaling through the human TSH receptor | TSHR-expressing cells, TSH-stimulated cAMP HTRF, 2 h; active compounds read low | 330,000 compounds, 0.2% hits | activity change, negative = inhibition, % at 11.5 µM | P16473;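 active = activity change below a set negative limit, meaning inhibition stronger than a set level, cut at about -70% in these data; inconclusive = activity change between two set negative limits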; also: % is scaled to controls: 0 for no effect and ±100 for the full control effect
Target sequence (P16473 whole entry, looked up): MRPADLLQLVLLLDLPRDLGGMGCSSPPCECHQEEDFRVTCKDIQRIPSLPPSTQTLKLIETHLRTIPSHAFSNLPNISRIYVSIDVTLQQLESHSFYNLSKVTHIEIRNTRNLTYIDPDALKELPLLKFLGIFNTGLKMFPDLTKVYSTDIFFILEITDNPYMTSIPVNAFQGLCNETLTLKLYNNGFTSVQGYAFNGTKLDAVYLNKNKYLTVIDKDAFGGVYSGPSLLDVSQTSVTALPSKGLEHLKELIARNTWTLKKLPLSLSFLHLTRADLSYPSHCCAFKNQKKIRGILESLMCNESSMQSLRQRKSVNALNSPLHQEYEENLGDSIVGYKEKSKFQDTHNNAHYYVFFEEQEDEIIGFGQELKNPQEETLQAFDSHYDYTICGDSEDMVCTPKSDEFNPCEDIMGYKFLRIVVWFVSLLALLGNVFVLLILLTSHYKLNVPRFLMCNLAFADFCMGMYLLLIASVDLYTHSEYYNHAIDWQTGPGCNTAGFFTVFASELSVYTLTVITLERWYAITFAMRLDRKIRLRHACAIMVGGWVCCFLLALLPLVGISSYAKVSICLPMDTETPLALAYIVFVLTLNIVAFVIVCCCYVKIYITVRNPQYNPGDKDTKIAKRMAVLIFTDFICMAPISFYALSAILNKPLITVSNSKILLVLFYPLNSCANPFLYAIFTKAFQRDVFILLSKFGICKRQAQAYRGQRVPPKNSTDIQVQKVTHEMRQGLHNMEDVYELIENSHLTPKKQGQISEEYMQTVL
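Cell-based HTRF cAMP assay; TSHR cells + compound, TSH EC80 (4nM final), 2 h, 37 deg C. Lysis with anti-cAMP cryptate and cAMP-d2, 30 min RT, read 665/620 nm.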
Giardia killer: Giardia lamblia killing; Giardia lamblia trophozoite viability; activity change, % at 7.66 µM, hits read low; AID 540267; 340,000 compounds, 0.15% hits; in the data active = activity change below about -80%; inconclusive = between about -30% and that limit;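 also: parasites exposed to compound for two days anaerobically before the ATP read; % is scaled to controls: 0 for no effect and ±100 for the full control effect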
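Trophozoite viability was measured as ATP-dependent luminescence, read 15-30 min after reagent addition. Before that, parasites at 100 cells/well were exposed to compounds for 48 h, anaerobically, at 37 deg C.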
MLL CXXC-DNA inh: inhibitors of human MLL CXXC domain-DNA interaction; 290,000 compounds, 0.037% hits; MLL-CXXC / FITC-HOXA9 DNA fluorescence polarization; Q03164; Potency, µM (titrated, usually from 115 µM), for inactives: at the top dose activity change, negative = inhibition, usual class: inhibitors; active = well fitted inhibition curve with a large enough effect in the polarisation, with a control signal flat, not every such curve was filed as active; inconclusive = small, poorly fitted or top-dose-only effect, or effect the other way, or a change in a side signal; inactive = no such curve, though single readings can be large or run the other way; the % refers to the polarisation; also: potency is read from the fitted curve at half-maximal effect
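Fluorescence polarization: 7 uM MLL-CXXC (stock) preincubated 5 min with compounds, then 50 nM fluorescein-HOX-A9 DNA (stock) added; 30 min ambient. Buffer 50 mM Tris-HCl pH 7.5, 50 mM NaCl, 1 mM DTT, 0.05% BSA.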
AT treatment: potential ataxia-telangiectasia treatment; 320,000 compounds, 0.19% hits; Potency, µM (highest dose often 57.5 µM), inactives show top-dose activation, hits mostly activators; AID 485349; […] A-T fibroblasts, KAP-1 phosphorylation AlphaLISA; neocarzinostatin DNA damage 30 min before lysis; also: potency is read from the fitted curve at half-maximal effect; % of control where 0% means no effect; nearly all actives have a fitted effect of over 45% in size
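hTERT-immortalized A-T patient fibroblasts ([…]), 500 cells/well in OPTI-MEM, 1% FBS, got compounds for 60 min, then NCS for 30 min at 37C. Lysates were then assayed for phospho-KAP-1 by AlphaLISA (anti-pKAP1 donor, anti-KAP1 acceptor beads), 6 hr at 25C.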
TCR activator: activators of T cell receptors. primary human leukocytes, anti-CD3, IL-2 HTRF, 48 h. Potency, µM (series often up to 9.22 µM), for inactives: at the top dose activation of IL-2 secretion, actives largely listed as activators. 330,000 tested, under 10 active. AID 504894; also: % of control where 0% means no effect
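Using a-CD3 beads without co-stimulation, primary human leukocytes were exposed to compounds for 48 hr. An HTRF IL-2 kit measured the cytokine, with europium-to-d2 energy transfer producing emission at 665nm upon 320nm excitation.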
Numbers without * were called inactive; ? = inconclusive; nt = no result given; [ ] = remark or other dose. Unless noted, calls follow the shape of the dose curve; as a rule, active = well fitted curve in the direction sought with a large enough effect; inconclusive = small, poorly fitted or top-dose-only effect, or another doubt; inactive = no such curve, though single readings can be large; an effect the other way counts as inactive or inconclusive.

The first 6 records (preview)
SMILES	GALK inh	Chronic BCR inh	FBPA coupling cs	Tb PFK inh	hERG WT inh	TSHR antagonist	Giardia killer	MLL CXXC-DNA inh	AT treatment	TCR activator
CC[C@@]1(C(=O)OC)N[C@H](CN(C)S(=O)(=O)c2ccc(F)cc2)[C@@H]2C(=O)N(C)C(=O)[C@@H]21	nt	5%	nt	3%	31	-11	0	nt	13%	11%
Cc1c(C(=O)N2CCOCC2)sc2nc(-c3ccccc3)cn12	1%	0%	1	-4%	-2	-3	-25	9%	nt	6%
CC(=O)Nc1ccc(S(=O)(=O)N2CCN(S(=O)(=O)c3ccc(F)c(F)c3F)CC2)cc1	nt	-2%	1	0%	10	8	5	45%[activator]	4%	0%
CCCC(=O)Nc1cc(-c2nc3ncccc3o2)ccc1Cl	-5%	?	0	2%	-18	-39	19	13%	-13%	6%
CCOc1ccc(NC(=O)CN(C)C(=O)COc2cccc3c2OC(C)(C)C3)cc1OCC	nt	-2%	nt	0%	-2	2	-6	nt	1%	3%
Cc1[nH]n(-c2ccccc2)c(=O)c1N=Nc1ccc2c(c1)OCCO2	-2%	5%	-4	-7%	6	-6	-8	4%	0%	5%

All compounds of this part (from the top)
SMILES	GALK inh	Chronic BCR inh	FBPA coupling cs	Tb PFK inh	hERG WT inh	TSHR antagonist	Giardia killer	MLL CXXC-DNA inh	AT treatment	TCR activator
CC[C@@]1(C(=O)OC)N[C@H](CN(C)S(=O)(=O)c2ccc(F)cc2)[C@@H]2C(=O)N(C)C(=O)[C@@H]21	nt	5%	nt	3%	31	-11	0	nt	13%	11%
Cc1c(C(=O)N2CCOCC2)sc2nc(-c3ccccc3)cn12	1%	0%	1	-4%	-2	-3	-25	9%	nt	6%
CC(=O)Nc1ccc(S(=O)(=O)N2CCN(S(=O)(=O)c3ccc(F)c(F)c3F)CC2)cc1	nt	-2%	1	0%	10	8	5	45%[activator]	4%	0%
CCCC(=O)Nc1cc(-c2nc3ncccc3o2)ccc1Cl	-5%	?	0	2%	-18	-39	19	13%	-13%	6%
CCOc1ccc(NC(=O)CN(C)C(=O)COc2cccc3c2OC(C)(C)C3)cc1OCC	nt	-2%	nt	0%	-2	2	-6	nt	1%	3%
Cc1[nH]n(-c2ccccc2)c(=O)c1N=Nc1ccc2c(c1)OCCO2	-2%	5%	-4	-7%	6	-6	-8	4%	0%	5%
CCOc1cccc(NC(=O)C2CCCN(S(=O)(=O)c3ccc(OC)cc3)C2)c1 (stereo not drawn)	5%	0%	2	-12%	-9	9	-15	0%	1%	nt
CCC(C)c1ccc(Nc2ncccc2C#N)cc1 (stereo not drawn)	nt	3%	1	2%	-6	3	-4	-13%	3%	4%
COc1ccc(OC)c(S(=O)(=O)Nc2ccc3c(c2)C(=O)OC3)c1	nt	-8%	1	2%	3	6	3	-2%	-2%	2%
O=C(O)/C(=C\c1c(C(=O)O)[nH]c2cc(Cl)cc(Cl)c12)c1ccccc1	nt	-12%	nt	?	11	-3	8	nt	5%	-4%
COc1ccc(N(C(=O)c2snc(C(N)=O)c2N)C(C(=O)NC2CCCC2)c2ccc3ncccc3c2)cc1 (stereo not drawn)	1%	6%	0	-3%	7	-3	1	22%	-2%	-4%
COC(=O)[C@]1(CC(C)C)N[C@H](c2ccc(-c3ccc(F)cc3)c(OC)c2)[C@@H]2C(=O)N(C)C(=O)[C@@H]21	nt	-6%	nt	-3%	6	-4	2	nt	9%	0%
Cc1occc1C(=O)N1CCN(S(=O)(=O)c2ccc(F)cc2)CC1	nt	0%	nt	4%	-7	14	-5	nt	1%	2%
Cc1cccc(C)c1NC(=O)c1sc(Cl)nc1C	1%	1%	2	-6%	11	1	8	20%	2%	2%[46.1 µM]
COc1ccc2c(C)cc(SCC(=O)Nc3cccnc3Cl)nc2c1	-4%	-2%	0	1%	1	20	-14	2%	1%	2%
CC(C)[C@H](NC(=O)N1c2ccccc2NC(=O)[C@@H]1C(C)C)C(=O)N[C@@H](C(=O)O)c1ccccc1	nt	12%	0	4%	-4	16	-11	11%	1%	9%
COc1ccc(C(=O)Cn2cnc3ccccc3c2=O)c(OC)c1	-1%	-5%	nt	-1%	0	12	-17	0%	23%	-14%
O=C(CCC(=O)Nc1ccccc1Cl)NNC(=O)c1ccco1	1%	-7%	6	3%	4	3	-2	5%	2%	-1%[46.1 µM]
O=C(COc1ncnc2ccc(Br)cc12)NCc1ccc2c(c1)OCO2	0%	-21%	-2	3%	-6	-3	-14	31%[activator]	1%	-23%
O=C(CCC(=O)c1ccc(F)cc1)Nc1cccc(Br)c1	-1%	-3%	1	-19%	-5	20	-1	?	?	0%
O=c1c(-c2ccco2)[n+]([O-])c2ccccc2n1OCc1ccccc1	1%	12%	0	-9%	1	nt	20	1%	nt	-3%
Cc1oc(-c2ccccc2F)nc1CS(=O)CC(=O)NCCN1CCCCC1C (stereo not drawn)	-1%	0%	nt	2%	-3	9	0	31%[activator]	-5%	6%
CCC(=O)n1nc(-c2ccccc2)nc1SCC(=O)Nc1ccc(C)cc1	-1%	?	1	2%	17	55	11	26%	1%	-10%
Cc1ccc(/C=N/NC(=O)Cc2c(F)cccc2Cl)s1	-5%	?	0	-14%	-6	20	-12	2%	0%	2%
COc1ccc(-c2nnn(CC(=O)N(Cc3ccccc3Cl)C(C(=O)NCC3CCCO3)c3ccco3)n2)cc1OC (stereo not drawn)	-1%	-9%	-1	-10%	8	-5	-11	-1%	5%	7%
CCCn1cc(SCC(=O)NCc2ccc3c(c2)OCO3)c2ccccc21	-3%	-10%	-2	-6%	-4	-2	-6	?	3%	5%
Cc1cc(OCC(=O)NCc2nc(-c3ccccc3)no2)c(C)cc1Br	2%	?	3	-3%	10	1	-19	2%	1%	-98%
N#Cc1ccc(NC(=O)COC(=O)CCc2nc3ccccc3c(=O)[nH]2)cc1	0%	-10%	0	1%	-3	-7	5	3%	0%	0%
O=C(NNC(=S)NC1CCCCC1)c1ccccc1Br	9%	?	nt	-10%	-6	4	9	-4%	-32%	4%
CCOC(=O)[C@H]1[C@H]2COc3ccccc3[C@@H]2N2C(=O)c3ccccc3NC(=O)[C@@]12C	nt	-14%	nt	0%	6	0	-9	nt	23%	12%
O=C(/C=C/c1ccco1)NCc1ccc2c(c1)OCO2	-2%	5%	-1	-5%	-1	4	16	18%	-1%	0%
COc1cccc(CN2CCC(C(=O)Nc3ccc(-c4cccc(C)c4)cc3)CC2)c1O	0%	-4%	0	-2%	-8	4	5	?	2%	0%
O=C(c1ccc2c(=O)n(Cc3ccco3)c(=S)[nH]c2c1)N1CCN(Cc2ccccc2)CC1	-1%	6%	2	1%	-12	-9	6	8%	2%	-2%
CCn1nc(C)cc1C(=O)NC1CCCc2c1cnn2-c1cc(F)cc(F)c1 (stereo not drawn)	-1%	0%	nt	-7%	-18	-2	-3	-13%	10%	-5%
O=C(OCC(=O)c1ccccc1Cl)C1=NN(c2ccccc2)C(=O)CC1	nt	-1%	nt	-13%	6	6	-16	nt	11%	1%
O=C(O)C1CCCCC1C(=O)NC(c1ccccc1)c1ccccc1 (stereo not drawn)	3%	6%	10	-12%	9	5	1	-6%	-1%	4%
O=C1OCCN1C(=O)[C@H]1[C@H](c2ccc([N+](=O)[O-])cc2)C(c2ccccc2)=NN1c1ccccc1	nt	8%	-2	1%	-4	-3	3	nt	7%	-6%[46.1 µM]
CCOC(=O)C1=C(CCc2ccccc2)NC(=O)NC1c1ccc(Br)cc1 (stereo not drawn)	nt	27%	-1	0%	8	-11	-1	8%	5%	-6%
C/C(=N\NC(=O)c1ccccc1F)c1cccc(NC(=O)c2ccccc2)c1	-9%	?	nt	-1%	8	2	0	1%	-2%	-1%
CC(=O)c1cccc(NC(=O)COc2cc3oc(=O)c(CC(C)O)c(C)c3cc2Cl)c1 (stereo not drawn)	0%	4%	1	-21%	-1	-1	7	2%	2%	3%[46.1 µM]
